Tn7 DDE FP: DD(E)-Tn7 binding inhibition, primary FP screen | P02675 | FP displacement of FITC-Tn7 peptide from fibrin DD(E); 0% = median of compound wells per plate | inhibition, % at 8.3 µM | hit rate 0.13% among 370,000 | AID 720508;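 active = inhibition above the mean of compounds falling within the control limits plus 3 SD of them, cut at about 14% in these data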;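 note: 0% = plate median of compound wells and 100% = 10 µM Aha-Tn7 peptide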
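Measure: % inhibition scaled between sample-field median and high-control FP; Test system: human fibrin DD(E); Quantity: 2 µM final DD(E) protein; Doses: one dose, 8.3 µM nominal; Schedule: compound with protein 10 min, then 3 h after probe, room temperature; Detection: fluorescence polarization; Medium: Tris buffer with calcium and detergent, pH 7.8.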
UHRF1 MBD2 ctr: blocks human UHRF1 binding to methylated DNA; UHRF1 binding to methylated oligo, TR-FRET; inhibition, % at 4.4 µM; hit rate 0.75% among 370,000; in the data active = inhibition above about 21%;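 note: UHRF1 SRA domain binding a hemimethylated CpG hairpin DNA probe; 0% = median of test compound wells and 100% = reference inhibitor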
SIAE inh: inhibitors of human sialic acid acetylesterase SIAE. Q9HAT2. inhibition, % at 9.66 µM. SIAE FP-Rh probe binding, fluorescence polarization. hit rate 0.69% among 370,000;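 active = inhibition above a cutoff: mean of compounds within the control limits plus 3 SD of those, cut at about 17% in these data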;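 note: 0% = plate median of compound wells and 100% = probe without SIAE protein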
LEDGF integ inh: blocks HIV-1 LEDGF/p75-dependent DNA integration; TR-FRET IN-LEDGF/p75 DNA integration, Eu/Cy5; inhibition, % at 3.7 µM; hit rate 0.64% among 370,000; AID 743269;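 active = inhibition above the screen-wide mean plus 3 SD, cut at about 13% in these data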;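 note: signal is the Cy5 over europium emission ratio at 671 and 618 nm; 0% = plate median of compound wells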
MBD2 DNA inh: blocks human MBD2 binding to methylated DNA; Q9UBB5; TR-FRET, MBD2 binding to methylated oligonucleotide; inhibition, % at 4.4 µM; hit rate 0.31% among 370,000; in the data active = inhibition above about 13%
Target sequence (Q9UBB5 whole entry, looked up): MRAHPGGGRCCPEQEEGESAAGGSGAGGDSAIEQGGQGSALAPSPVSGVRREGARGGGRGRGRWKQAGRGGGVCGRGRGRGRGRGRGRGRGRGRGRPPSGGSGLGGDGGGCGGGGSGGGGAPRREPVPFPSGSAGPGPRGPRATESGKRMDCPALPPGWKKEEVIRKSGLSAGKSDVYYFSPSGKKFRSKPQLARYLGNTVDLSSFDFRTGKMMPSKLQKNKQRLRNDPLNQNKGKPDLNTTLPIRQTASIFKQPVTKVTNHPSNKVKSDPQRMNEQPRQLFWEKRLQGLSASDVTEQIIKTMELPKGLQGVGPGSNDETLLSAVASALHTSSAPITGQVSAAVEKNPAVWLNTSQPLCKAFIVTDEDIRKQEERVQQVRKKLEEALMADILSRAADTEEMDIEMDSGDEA
TDP2 absorb: blocks human TDP2 phosphodiesterase activity. recombinant TDP2, T5PNP hydrolysis, p-nitrophenol absorbance 415 nm. inhibition, % at 12.8 µM. hit rate 0.34% among 370,000;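 active = inhibition above the mean of all tested compounds plus 3 SD, set per campaign, cut at about 25% in these data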;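 note: 0% = DMSO with enzyme and 100% = buffer with substrate but no TDP2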
Target sequence (O95551 whole entry, looked up): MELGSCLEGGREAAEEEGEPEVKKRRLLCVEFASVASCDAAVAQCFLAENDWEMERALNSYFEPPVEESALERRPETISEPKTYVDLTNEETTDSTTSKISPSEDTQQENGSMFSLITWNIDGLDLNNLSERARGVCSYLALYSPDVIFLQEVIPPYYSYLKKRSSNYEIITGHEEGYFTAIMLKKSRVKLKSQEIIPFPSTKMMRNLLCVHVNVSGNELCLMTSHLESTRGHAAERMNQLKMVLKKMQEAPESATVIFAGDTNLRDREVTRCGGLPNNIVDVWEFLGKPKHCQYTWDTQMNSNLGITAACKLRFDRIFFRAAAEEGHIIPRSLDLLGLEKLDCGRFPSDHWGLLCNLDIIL
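test system = human TDP2 enzyme | input = TDP2 enzyme at 120 nM final | medium = 50 mM Tris-HCl pH 7.5 with Mg2+, KCl, DTT, BSA | also added = T5PNP substrate, 5 mM | times = 2 h at 37 °C | technique = epi absorbance | benchmarks = high control without enzyme, low control DMSO plus TDP2 | replication = each compound tested once, singlicate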
PRMT1 inh: PRMT1 (human) inhibition, primary screen; recombinant PRMT1, activity-based probe fluorescence polarization; inhibition, % at 2.79 µM; hit rate 1.3% among 370,000; AID 652257;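 active = inhibition above about 21% made by adding two undisclosed values, limit read from the data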
TCR-CD3 inh: inhibitors of human TCR-CD3 interaction; hit rate 0.37% among 360,000; inhibition, % at 9.4 µM; TAMRA-labeled TCR probe fluorescence, biochemical; AID 651800; in the data active = inhibition above about 19%;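 note: recombinant mutant TCR 2C K166C tagged with TAMRA read by polarization; 0% = receptor in buffer alone and 100% = receptor with positive control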
KLK7 zymogen act: proKLK7 (human) activation, primary screen. hit rate 0.9% among 370,000. purified proKLK7, EDANS-DABCYL substrate fluorescence; 100% is mature enzyme control, 0% vehicle. P49862. AID 652039. activation, % at 7 µM;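 active = activation above the mean of all tested compounds plus 3 SD, computed per campaign excluding outliers beyond control limits, cut at about 13% in these data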
Target sequence (P49862 whole entry, looked up): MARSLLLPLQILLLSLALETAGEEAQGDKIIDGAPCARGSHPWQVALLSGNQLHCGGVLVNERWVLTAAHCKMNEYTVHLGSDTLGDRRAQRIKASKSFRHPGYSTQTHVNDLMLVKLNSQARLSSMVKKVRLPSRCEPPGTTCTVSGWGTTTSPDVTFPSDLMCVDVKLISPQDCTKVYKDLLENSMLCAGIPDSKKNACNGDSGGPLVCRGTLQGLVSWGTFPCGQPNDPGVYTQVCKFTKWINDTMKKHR
DDE Tn6 FP inh: inhibitors of Tn6 peptide binding to human fibrin DD(E); hit rate 0.21% among 370,000; Fibrin DD(E) TRITC-Tn6 fluorescence polarization displacement; inhibition, % at 8.3 µM; P02675;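 active = inhibition above a per-campaign cutoff: mean of compounds within control limits plus 3 SD, cut at about 15% in these data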;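 note: 0% = median of all compound wells on the plate and 100% = blocking peptide control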
* hit, by the source's call; / = no result given. An unsorted share of the library. About 4.6% of those tested had a hit in this group.

cpd	mol	Tn7 DDE FP	UHRF1 MBD2 ctr	SIAE inh	LEDGF integ inh	MBD2 DNA inh	TDP2 absorb	PRMT1 inh	TCR-CD3 inh	KLK7 zymogen act	DDE Tn6 FP inh
1	COc1ccc(-c2cnc(C(N)=O)c(=O)[nH]2)cc1	-2	-2	1	3	-6	3	0	4	11	-6
2	CCCn1c(C)cc(C(=O)Cn2nnc3ccccc3c2=O)c1C	0	-2	0	2	4	-4	-11	4	0.0	-4
3	COc1ccc(S(=O)(=O)/N=C2\C=C(Nc3ccc(O)cc3)C(=O)c3ccccc32)cc1	-5	0	40*	65*	-6	67*	4	0	0.8	-6
4	O=C(COc1ccccc1)NNC1=NS(=O)(=O)c2ccccc21	-7	-2	2	3	0	-1	0	1	0.1	0
5	COc1cccc(N2CCN(C(=O)CCCCCn3c(=S)[nH]c4cc5c(cc4c3=O)OCO5)CC2)c1	5	-3	-4	-1	-1	15	1	-1	-0.4	-1
6	Cc1ccc(C)c(S(=O)(=O)c2c(C)cc(C)nc2Cl)c1	5	10	-1	-3	3	-6	1	9	0.1	-7
7	Cc1ccc(C(=O)Nn2cnnc2)cc1S(=O)(=O)N1CCOCC1	4	0	4	-3	-2	0	-2	2	0.1	-3
8	COc1cc([C@@H]2[C@H]3CN(C)CC=C3C(C#N)=C(N)C2(C#N)C#N)cc2c1OCO2	2	-3	2	1	-5	5	4	-3	-0.4	3
9	O=C(COc1coc(CN2CCc3ccccc3C2)cc1=O)Nc1cccc(F)c1	13	-2	2	-1	0	5	-3	1	-0.1	-6
10	Nc1nc(SCC(=O)N2CCCCCC2)[nH]c(=O)c1NC(=O)c1ccco1	2	0	6	-2	-1	-6	-2	2	-0.2	2
11	COc1cc(/C=N/Nc2nc(C)cc(=O)[nH]2)ccc1OC(=O)c1cccnc1	-2	-1	-3	4	0	-5	1	6	-0.7	5
12	COc1ccc(C)cc1NC(=O)NCc1ccco1	1	2	-6	2	2	-5	-6	-9	0.3	0
13	O=C(c1ccco1)N1CCN(S(=O)(=O)c2ccc(Cl)s2)CC1	0	-3	7	-4	-3	-1	4	6	0.3	10
14	O=S1(=O)CCN2C(c3cccc4ccccc34)=CSC2=N1	6	0	1	-2	5	8	2	-1	-0.3	-2
15	CC(C)n1nnnc1SCC(=O)NCc1cccs1	4	-2	6	-2	2	9	1	6	-0.2	-2
16	Cc1ccc2nc(-c3cccc(Cl)c3)c(Cc3cccc(F)c3)n2c1	6	15	-9	2	3	0	0	-1	0.0	-12
17	Cc1ccc(OCC(O)CNC(C)c2ccccc2)cc1C (centres undefined)	3	1	5	-1	6	-5	-1	-9	-0.2	-2
18	C=CCOc1c(Br)cc(/C=N/n2c(CC)n[nH]c2=S)cc1Br	0	4	1	6	-1	1	5	-14	0.2	-6
19	CCc1ccc(-c2csc3ncn(CC(=O)NCc4ccco4)c(=O)c23)cc1	-4	0	-2	-2	-6	8	-1	7	0.6	-1
20	OC(COC(c1ccc(F)cc1)c1ccc(F)cc1)CN1CCCC1 (centres undefined)	2	2	3	6	1	6	0	-8	-0.1	5
21	CCc1ccccc1NC(=O)C1CCCC1	5	2	-5	-7	2	-12	0	-6	0.1	-2
22	COC(=O)/C(C#N)=C/c1occc1C	-7	-1	-6	2	0	4	-1	3	2.6	1
23	Clc1ccc(-n2nnnc2-c2ccno2)cc1	-1	0	2	-2	0	11	-2	0	0.1	9
24	CCOc1ccc(NC(=O)CCC(=O)NNC(=O)COc2ccc(C)cc2)cc1	-6	0	3	0	3	1	-3	3	0.5	2

Three structures out of the list, ordered by length of the SMILES, lowest first:
cpd	mol	Tn7 DDE FP	UHRF1 MBD2 ctr	SIAE inh	LEDGF integ inh	MBD2 DNA inh	TDP2 absorb	PRMT1 inh	TCR-CD3 inh	KLK7 zymogen act	DDE Tn6 FP inh
20	OC(COC(c1ccc(F)cc1)c1ccc(F)cc1)CN1CCCC1 (centres undefined)	2	2	3	6	1	6	0	-8	-0.1	5
16	Cc1ccc2nc(-c3cccc(Cl)c3)c(Cc3cccc(F)c3)n2c1	6	15	-9	2	3	0	0	-1	0.0	-12
19	CCc1ccc(-c2csc3ncn(CC(=O)NCc4ccco4)c(=O)c23)cc1	-4	0	-2	-2	-6	8	-1	7	0.6	-1

Additional results:
cpd	mol	Tn7 DDE FP	UHRF1 MBD2 ctr	SIAE inh	LEDGF integ inh	MBD2 DNA inh	TDP2 absorb	PRMT1 inh	TCR-CD3 inh	KLK7 zymogen act	DDE Tn6 FP inh
25	CSc1cccc(NC(=S)N2CCC(N(C)C3CCCCC3)CC2)c1	-1	3	3	-3	-2	-7	2	-6	-0.4	5
26	CCC(NC(=O)NNC(N)=S)(C(F)(F)F)C(F)(F)F	7	2	-1	5	-3	7	-5	-2	0.8	-9
27	CCCn1c(CN2CCN(C(=O)OCC)CC2)nc2c1c(=O)n(C)c(=O)n2C	-5	2	8	-1	5	-6	7	-7	0.0	-4
28	NC(=O)C1CCN(C(=O)CSc2nc(O)cc(=O)[nH]2)CC1	2	-1	10	4	-6	13	-4	7	0.4	-3
29	CCOc1ccc(OCCC(=O)N2CCN(S(=O)(=O)c3ccc(F)cc3)CC2)cc1	-6	-3	4	-2	-3	7	-5	4	0.0	0
30	Cc1nn(Cc2ccc(C(=O)Nc3ccccc3F)cc2)c(C)c1Cl	4	-1	-5	-3	-7	-4	14	8	0.2	5
31	CN(C)S(=O)(=O)c1ccc(C(=O)OCC(=O)Nc2cccnc2Cl)cc1	-4	2	8	-3	3	-1	5	-2	-0.5	0
32	COC(=O)CC(NC(=O)c1ccco1)c1ccc(C(C)C)cc1 (centres undefined)	8	-5	-1	-8	-5	-12	-2	11	0.8	0
33	COc1ccccc1NC(=O)NNC(=O)c1ccc2c(c1)NC(=O)C(C)(C)O2	-6	1	1	-1	3	4	0	-2	-0.2	-13
34	CC(C)CCN1CCN(CCCn2cccn2)CC1CCO (centres undefined)	-1	2	7	4	-2	-5	-3	-1	-0.5	7
35	Cn1ccnc1SCC(=O)c1ccc(C#N)cc1	4	2	3	-1	0	-1	7	4	-0.4	-4
36	O=C(Nc1ccc(C(=O)c2ccc(C(=O)O)c(C(=O)O)c2)cc1)c1ccccc1	-6	1	1	3	1	2	-2	0	0.2	-2
37	CC(=O)Nc1nc2n(n1)C(c1ccc(Cl)cc1)C=C(C)N2 (centres undefined)	-4	-1	7	1	-4	1	-1	5	7.6	-9
38	CC(C)(c1ccccc1)c1ccc(OCC2CO2)cc1 (centres undefined)	-8	0	-1	-1	-2	14	1	6	-0.6	10
39	CC(=O)NC12CC3CC(C1)CC(C(=O)N1CCN(S(=O)(=O)c4cccc([N+](=O)[O-])c4)CC1)(C3)C2	-4	1	-4	-1	3	-6	3	-2	-0.3	4
40	CSc1ccccc1NC(=O)CN1CCCCC1C (centres undefined)	-5	0	-7	-2	1	-1	0	2	0.2	7
41	O=C(O)C1C(c2ccccc2)C(C(=O)Oc2ccccc2)C1c1ccccc1 (centres undefined)	-5	3	-3	6	1	-2	-1	5	0.1	3
42	CC1Nc2ccccc2C(=O)N1NS(C)(=O)=O (centres undefined)	6	0	1	1	-3	-4	-5	2	61*	-9
43	COc1ccc(C(=O)NCCOc2cccc(Oc3ccccc3)c2)cc1OC	2	1	-8	3	-3	7	0	5	-0.4	-2
44	Cc1ccc(-n2c(SCc3nc4ccccc4[nH]3)nnc2-c2ccccn2)cc1	-4	1	-1	-1	-1	2	-3	/	-0.3	1
45	CCCCOC(=O)c1ccc(NC(=S)NC(=O)c2c(Br)c(C)nn2C)cc1	3	0	-11	-1	3	6	-1	-3	-0.7	-2
46	CC(C)(C)c1nc(SCC(=O)NCc2ccco2)c2ccccc2n1	-5	-3	-5	3	-2	3	5	4	-0.1	0
47	COc1cccc(C2(c3cccc(OC)c3)CC2C(=O)Nc2cccc3ccccc23)c1 (centres undefined)	-6	0	-2	4	0	-20	3	2	-0.5	6
48	O=C(NCc1ccc(F)cc1)Nc1nnc([C@@H]2C[C@H](O)[C@@H](CO)O2)s1	9	1	2	-3	0	8	2	2	-0.1	-2
49	C=CCSc1nnc(NC(=O)c2cn(CC)c3nc(C)ccc3c2=O)s1	1	-1	-12	1	-2	5	3	-6	-0.5	-4
50	CC(=O)N(OCc1ccc(OC(C)C)c(Cl)c1)C(C)=O	0	0	12	7	-6	-4	-5	6	-0.1	2
51	Cc1ccc(C)c(NC(=O)CCC(=O)NNC(=O)COc2cc(C)ccc2C)c1	2	-1	-1	0	5	8	-2	5	-0.5	1
52	Cn1c(N)c(C(=O)COC(=O)c2ccccc2NCc2ccco2)c(=O)n(C)c1=O	-7	-2	5	2	0	3	-3	1	-8.8	-9
53	Cc1ccc(-c2nc3ccccc3s2)cc1NC(=S)NC(=O)/C=C/c1ccco1	8	0	-6	-1	5	10	6	-5	0.3	4
54	Cc1c(C(=O)OC(C)C(C)C[N+](C)(C)C)oc2ccccc12 (centres undefined)	0	-2	6	3	-3	6	-1	6	-0.3	-2
55	CCCCSc1nc(C)[nH]c1[N+](=O)[O-]	-14	4	-3	-3	-6	-3	-3	2	-0.2	-2
56	COc1ccc(C)cc1NC(=O)c1cc(C2CC2)nc2c1c(C)nn2C1CCS(=O)(=O)C1 (centres undefined)	-11	-3	-1	2	2	5	5	-8	0.4	-2
57	CC1CCCCN1C(=O)Cc1ccc(F)cc1 (centres undefined)	2	-1	3	-1	-4	-2	1	-4	-0.9	0
58	CCOC(=O)c1nc2ccc(C)cc2c2c1C1CC(c3c(Cl)cccc31)N2C(=O)OCc1ccccc1 (centres undefined)	7	0	-5	4	5	-9	-3	4	-0.1	0
59	OCc1ccccc1NC(=S)Nc1cccnc1	3	-3	1	5	-10	-21	3	-7	-0.4	0
60	COc1ccc(CNS(=O)(=O)c2ccc(-n3cccn3)cc2)cc1	5	4	10	-1	1	24	1	-3	0.1	4
61	CCOc1ccc(N(CC(=O)NCc2ccc(Cl)cc2)S(=O)(=O)c2ccccc2)cc1	1	9	-7	-5	2	-4	6	-7	-0.7	-4
62	O=C(CCN1CCOCC1)N/N=C/c1cc(Br)cc(Br)c1O	5	-9	5	-4	-7	3	-2	-2	-35	-7
63	CCC1CCCCN1C(=O)COC(=O)c1ccc(S(=O)(=O)N2CCOCC2)cc1 (centres undefined)	9	4	3	1	0	1	0	0	0.1	-4
64	Cc1ccc(OCCSc2nc3ccccc3n2CC(=O)O)cc1C	4	1	5	4	0	10	-1	8	-0.4	3
65	Cn1c2c(c(=O)n(C)c1=O)C1c3cc(Cl)ccc3OCC1CO2 (centres undefined)	8	10	-3	3	3	8	2	7	-0.4	8
66	CN(CC(=O)NC(c1ccccc1)c1ccccc1)Cc1nc2ccccc2c(=O)[nH]1	-1	2	-7	-1	5	-17	5	-2	0.2	0

Bioassay records as filed in PubChem.
